# FN deposit inh: inhibitors of fibronectin matrix deposition, primary screen, AH1F cells, Alexa488-fibronectin fluorescence, plate reader | AH1F fibroblasts, overnight | inhibition, % at 12.6 µM | 0.086% of 350,000 active | AID 743247, 2014;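 active = mean inhibition across replicates of 30% or more, regardless of how many single replicates reach that level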;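 also: positive control wells lacked labelled fibronectin entirely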
#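 Material – AH1F fibroblast monolayer, labelled fibronectin deposition · Reagent – labelled fibronectin 24 nM · Timing – 1 h adhesion, overnight exposure · Measured by – fluorescence at 485 nm excitation, 525 nm emission · Read-out – inhibition of fibronectin deposition signal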
# esBAF inh: Bmi1 luciferase reporter increase in mESCs, primary screen, esBAF inhibitor project, mouse ES cells, Bmi1 luciferase knock-in, single point; 24 h; 100% = twice the neutral-well signal; reporter increase, % at 12.5 µM; 2% of 350,000 active; in the data active = activation above about 40%;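 also: 0% = median of the plate's neutral control wells and 100% = double that signal; a rise in the Bmi1 reporter signal indicates esBAF inhibition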
# RAD54 branch: inhibitors of human RAD54 branch migration, primary screen, biochemical, fluorescence, single point; DNA repair and recombination protein RAD54-like (Homo sapiens), Q92698; AID 602329, 2012; RAD54 Holliday junction branch migration, FAM/BHQ fluorescence; inhibition, % at 10.4 µM; 0.14% of 360,000 active;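 active = mean normalized replicate activity at least 40 and at least half of replicates scoring 40 or more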;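 also: 0% = median of neutral control wells and 100% = median of positive control wells; inhibitors cause a drop in the FAM fluorescence signal; in these data hits start at about 50%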
# Target sequence (Q92698 whole entry, looked up): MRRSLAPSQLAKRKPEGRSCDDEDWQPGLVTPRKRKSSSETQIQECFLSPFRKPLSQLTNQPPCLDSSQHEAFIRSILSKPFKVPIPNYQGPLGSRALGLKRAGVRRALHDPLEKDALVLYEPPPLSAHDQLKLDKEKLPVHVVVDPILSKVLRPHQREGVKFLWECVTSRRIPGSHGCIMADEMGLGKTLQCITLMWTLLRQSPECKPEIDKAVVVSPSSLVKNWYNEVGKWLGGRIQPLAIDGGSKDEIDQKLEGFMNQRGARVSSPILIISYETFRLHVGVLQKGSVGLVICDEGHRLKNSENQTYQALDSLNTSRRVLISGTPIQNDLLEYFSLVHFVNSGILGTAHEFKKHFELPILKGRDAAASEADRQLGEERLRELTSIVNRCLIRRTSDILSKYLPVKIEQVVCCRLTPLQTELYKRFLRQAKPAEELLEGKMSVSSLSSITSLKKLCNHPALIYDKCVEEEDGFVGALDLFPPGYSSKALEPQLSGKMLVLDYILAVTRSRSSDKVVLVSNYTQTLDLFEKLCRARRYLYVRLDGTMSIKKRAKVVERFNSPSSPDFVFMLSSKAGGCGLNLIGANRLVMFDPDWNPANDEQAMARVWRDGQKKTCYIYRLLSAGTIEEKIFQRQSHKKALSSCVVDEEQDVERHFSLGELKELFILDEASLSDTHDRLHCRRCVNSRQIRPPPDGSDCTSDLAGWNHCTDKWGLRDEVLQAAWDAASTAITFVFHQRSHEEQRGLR
# Active calls of the source: *. A portion of the library; rates above refer to the full screens.
SMILES,FN deposit inh,esBAF inh,RAD54 branch
COC(=O)CN(c1ccccc1C)S(C)(=O)=O,9.4,-4.9,-4.9
COc1cccc(C2NC(=O)NC(O)(C(F)(F)F)C2C(=O)c2cccnc2)c1OC (centres undefined),7.8,-2.6,1.5
O=C(N/C(=C\c1ccco1)C(=O)N1CCCC1)c1cccs1,6.6,-1.4,1.0
COc1cccc(-c2cc(C(F)(F)F)nc(-n3cncn3)n2)c1,1.2,-8.5,-0.9
CC1=NN(c2ccccc2)C(=O)C1C(=O)c1ccc(Cl)cc1 (centres undefined),-2.3,2.1,6.4
O=C(CSC1=NCCS1)Nc1nc2c(s1)CCCC2,-8.4,36.2,0.2
CCn1c(SCC(N)=O)nnc1-c1ccc(S(=O)(=O)N2CCN(C)CC2)cc1,0.9,-6.7,-17.9
CCCCCCNS(=O)(=O)c1ccc(Cl)s1,10.2,-2.8,-13.6
CCn1c(C)nc2cc(C(=O)OC(C(F)(F)C(F)F)C(F)(F)C(F)F)ccc21,-6.1,-0.3,-4.8
COCC(=O)Nc1sc2c(c1C(=O)OC)CCC(C)C2 (centres undefined),-52.8,1.4,6.6
Cc1ccc(CNc2oc(-c3cccs3)nc2C#N)cc1,8.1,9.0,6.8
COC(=O)n1ccc(C(=O)Nc2ccccc2F)n1,5.7,22.0,-2.6
COC(=O)CN(c1ccccn1)S(=O)(=O)c1ccccc1,-15.0,-1.8,8.5
O=C1CCCc2[nH]nc(-c3cccnc3)c21,9.5,-6.2,-4.2
C=CCNC(=O)c1oc2ccc(S(=O)(=O)N(CC)CC)cc2c1C,2.6,-3.2,1.0
C/C(=N\OCC(=O)N/N=C/c1ccc(C)cc1O)c1cccs1,-3.0,5.0,-2.5
Cc1ccc(C(=O)OCn2ncc(Cl)c(Cl)c2=O)cc1,16.9*,-44.8,3.6
CC(=O)N1CCN(c2ccc(NCc3ccc4c(c3)OCO4)cc2)CC1,-3.2,4.2,9.3
COc1cccc(N(CC(=O)NCCSc2ccccn2)S(C)(=O)=O)c1,5.0,0.5,-6.6
CCOC(=O)c1[nH]c(C)c(CCC(=O)OC)c1C,-1.4,7.2,-9.3
CCn1c(=O)c(C(=O)CN2CCOCC2)c(N)n(Cc2ccccc2)c1=O,5.8,-3.7,0.5
CCCc1cc(=O)oc2c(CN3CCN(C)CC3)c(O)c(Cl)cc12,8.4,0.7,5.2
CN1c2ccsc2C(O)=C(C(=O)Nc2ccccc2)S1(=O)=O,3.7,0.8,-2.7
CC1=C(C(=O)Nc2cccnc2)C(c2ccncc2)n2nnnc2N1 (centres undefined),9.3,0.2,-13.5
Cn1c(-c2ccc(Br)cc2)cnc1NCc1cccnc1,6.5,0.7,5.3
O=C(CCn1cnc2ccccc2c1=O)Nc1ccc(Cl)c(Cl)c1,8.8,-2.7,8.8
CC(C)(C)NC(=O)C(c1ccc(F)cc1)N(Cc1ccco1)C(=O)c1csnn1 (centres undefined),-3.9,-1.2,-4.8
COC(=O)c1cc2c(ccn2-c2ccc(F)cc2)n1C(C)C,8.4,-10.4,-8.0
Cc1cccc(NCc2nc3ccccc3n2Cc2ccccc2)c1,4.6,19.9,-7.3
COCCNC(=O)CSc1nc2c(n1-c1ccccc1)CCCC2,-4.9,-4.3,-0.6
O=C(CSc1nnc(-c2ccc(Br)cc2)n1C1CCCCC1)N1CCCC1,-0.8,30.9,-2.9
CCOc1ccc(NC(=O)N(CCC(C)C)C2CCN(C(C)=O)CC2)cc1,0.0,16.6,9.0
CC1CC1C(=O)OCc1cc(=O)n2cc(Br)ccc2n1 (centres undefined),-6.5,46.9*,10.0
O=C(Cn1c(C2CC2)nc2ccccc2c1=O)Nc1ccc(Br)cc1,0.2,0.5,-1.6
Cc1ccccc1-c1nnc(SCc2ccccc2)o1,-6.4,63.1*,-3.2
O=C(Nc1cc(C(F)(F)F)ccc1N1CCCCC1)c1ccc(Br)o1,4.3,-3.8,-8.2
FC(F)(F)c1nnc(-c2ccccc2)nc1N1CCOCC1,6.1,2.4,-2.9
O=C(OCn1nnc2ccccc2c1=O)c1ccc2c(=O)n3c(nc2c1)CCC3,-7.9,-2.2,-1.4
O=C(NCCC1=CCCCC1)c1cnc2n(c1=O)CCS2,1.5,46.3*,-10.9
COC(=O)c1ccccc1S(=O)(=O)Nc1ccc2cn[nH]c2c1,10.0,-4.2,9.5

# As a short view, two of the compounds above:
SMILES,FN deposit inh,esBAF inh,RAD54 branch
O=C(NCCC1=CCCCC1)c1cnc2n(c1=O)CCS2,1.5,46.3*,-10.9
COC(=O)c1ccccc1S(=O)(=O)Nc1ccc2cn[nH]c2c1,10.0,-4.2,9.5

# Further structures
SMILES,FN deposit inh,esBAF inh,RAD54 branch
Clc1ccc(Oc2cnc3ccccc3n2)cc1,0.3,10.4,-7.3
O=C(CNC(=O)c1ccco1)OCC(=O)c1ccc2ccccc2c1,-5.4,-2.8,-9.2
CCOc1ccc(N(CC(=O)NC2CCCCC2)C(=O)CSc2nnc(COc3ccccc3)o2)cc1,-1.4,5.6,8.6
C=CCn1c(SCC(=O)Nc2cc(C)cc(C)c2)nnc1-c1cnccn1,-2.1,-1.8,-11.1
O=C(CN1CCN(C(=O)c2ccco2)CC1)Nc1ccc2c(c1)OCCO2,0.3,-11.9,1.5
Cc1noc(C)c1COC(=O)c1ccccc1Oc1ccccc1,11.7,-5.2,1.2
COc1ccc(Nc2ncccc2C(=O)Nc2ccccc2)cc1,-0.7,3.7,-4.2
CCCCc1cc(=O)oc2cc(C)c(CN3CCCC3)c(O)c12,-3.9,-8.7,-7.1
CCc1ccc(C(C)NC(=O)c2cc(C)oc2C)cc1 (centres undefined),-0.5,-0.7,2.3
O=C(OCc1cccc(F)c1)c1ccc2c(c1)-c1ccccc1C2=O,-2.0,-0.6,-5.9
C/C(=N\NC(=O)c1cccc(Cl)c1)c1cccc(NC(=O)C(C)C)c1,-2.9,5.9,4.8
CCOC(=O)c1c(C)oc2c(CN3CCN(C)CC3)c(Br)c(OC)c(O)c12,-5.2,1.0,5.9
CC(C)n1c(CCCO)nc2ccccc21,-3.5,-3.1,-1.2
O=c1cc(CSc2ccc(Cl)cc2)nc(N2CCOCC2)[nH]1,0.4,-1.7,-1.6
Cc1ccc(C(C)C)c(OCc2nnc(SCC(=O)Nc3ncc(C)s3)n2C)c1,3.1,23.0,-8.6
CC1=C(C(N)=O)C(c2ccccn2)n2nc(SCc3ccccc3)nc2N1 (centres undefined),0.7,-2.5,-3.6
CCNCCOC(c1ccccc1)c1ccccc1,0.5,-6.4,4.3
CCOc1ccc(CCNC(=O)CCc2c(C)nc3ncnn3c2C)cc1OCC,0.1,12.4,5.0
O=C(Cc1cccs1)Nc1ccc(NC(=O)c2ccco2)cc1,-5.7,14.4,2.6
Cc1ccc(N2CC(C(=O)Nc3ccc4c(c3)OCO4)CC2=O)cc1 (centres undefined),5.6,-2.9,0.6
COc1ccccc1-n1c(C)nnc1SCC(=O)Nc1cc(C)cc(C)c1,-0.3,3.1,-7.9
O=C(Cn1cnc2c(nnn2Cc2ccc(Cl)cc2)c1=O)NCC1CCCO1 (centres undefined),-0.6,-6.1,-3.0
CCOC(=O)Cn1cnc([N+](=O)[O-])n1,-10.3,-9.5,-2.7
CCn1c(=O)cc(SCC(=O)N2CCN(C3CCCCC3)CC2)c2ccccc21,1.6,-3.7,-0.8
O=C(CSc1nnnn1-c1ccc2c(c1)CCC2)Nc1ccc2c(c1)OCCO2,2.6,22.8,-4.6
NC(=O)CSCc1ccc(Br)cc1,7.4,10.7,-1.8
c1ccc(Nc2ncnc3c2oc2ccccc23)cc1,2.8,87.7*,-18.0
Cc1nc(CNS(=O)(=O)c2cccc(F)c2)cs1,2.5,2.3,3.3
CCOCCN(C=O)c1cccc(OC)c1,4.3,6.1,-9.8
COc1ccc(-c2nnc(SCC(=O)NCc3cccs3)n2C)cc1,-0.7,-2.9,-1.6
Cc1nn(-c2ccccc2)c(C)c1C(=O)OCC(=O)Nc1ccc2c(c1)OCO2,4.8,5.3,2.1
COc1cccc(CCC(=O)O)c1OC,5.2,3.9,-2.4
COc1ccc(-n2c(C)nc(=O)c(-c3ccccc3)c2C)cc1,-3.0,1.8,8.4
CCN=C(NCC)SC1CC(=O)N(c2cccc(OC)c2)C1=O (centres undefined),2.4,8.2,-0.1
Fc1cccc(Cl)c1-c1nnc2ccc(N3CCOCC3)nn12,1.6,3.4,4.5
O=C(NCC1CC1)C1CCCN(S(=O)(=O)c2ccc(-n3cnnn3)cc2)C1 (centres undefined),9.7,-3.6,1.2
CC(C)Oc1ccc(C2c3c(oc4ccccc4c3=O)C(=O)N2CCCN2CCOCC2)cc1 (centres undefined),0.8,11.3,3.8
CCN(CC)c1ccc(C2N(C(=O)N3CCOCC3)CCN2S(=O)(=O)c2ccc(C)cc2)cc1 (centres undefined),0.4,-1.9,4.4
CCC(C)(C)NCC(=O)Nc1ccc(OC(F)(F)F)cc1,-13.5,7.0,10.8
O=C(CSc1nc2ccccc2c(=O)n1Cc1ccccc1)NCc1ccco1,-3.0,-5.1,12.4
CC(C)(C)C(=O)Nc1nnc(CSCc2ccccc2F)s1,4.4,-38.0,2.3
CC(C)CNC(=S)NNC(=O)c1csc2c1CCC(C)C2 (centres undefined),-13.5,8.1,1.1
O=C(COC(=O)c1cccs1)c1ccc2ccccc2c1,8.9,42.2*,3.6
O=C(NCc1ccco1)c1ccc2c(c1)C(=O)N(C1CCCCC1)C2=O,-11.9,-0.1,7.0
Cc1c(C(=O)O)sc2ncnc(N3CCCCC3C)c12 (centres undefined),0.2,-2.7,-3.3
CCOC(=O)c1c(C)n(C)c2ccc(OC)c(NC(=O)CN3CCC4(CC3)OCCO4)c12,4.1,-7.7,3.4
O=C(NCC1CCCO1)C1CCN(S(=O)(=O)Cc2ccccc2)CC1 (centres undefined),2.7,-13.1,4.0
COc1cccc(-c2nc(-c3ccccc3)no2)c1,-3.3,1.4,2.7
COc1ccc(/C=C(/NC(=O)c2ccccc2)C(=O)N/N=C/c2ccc3c(c2)OCO3)cc1OC,-5.4,5.6,10.4
Cc1cnc(NC(=O)CSc2ncc(-c3ccccc3)n2Cc2ccco2)s1,-1.9,-2.4,8.2
# Following part.
SMILES,FN deposit inh,esBAF inh,RAD54 branch
CCn1nnc(NC(=O)C(C)Oc2ccc(Cl)cc2Cl)n1 (centres undefined),-2.6,-2.3,0.3
Cc1[nH]n(C(C)(C)C)c(=O)c1Sc1ccc(Cl)cc1,3.3,3.7,-25.6
Cc1cccc(NC(=O)c2cc(NC(=O)CCCC(=O)O)ccc2Cl)n1,5.5,-0.6,6.4
c1ccc2c(NC3=NCCCCS3)cccc2c1,0.2,4.8,5.3
O=C(Oc1cccc2c(OC(=O)N3CCOCC3)cccc12)N1CCOCC1,3.9,-4.4,2.0
COc1ccc(CCNC(=O)C2CCN(S(=O)(=O)N3CCCCC3)CC2)cc1OC,-9.4,-2.7,1.0
CCOC(=O)Cc1csc(NC(=O)c2ccc(OC)c(OC)c2)n1,0.5,-12.4,6.1
CCNc1nc(NC(C)C)nc(NS(=O)(=O)c2ccc(N)cc2)n1,-3.7,-1.0,-10.9
Cc1ccc(OCC(=O)NNC(=O)CCC(=O)Nc2ccc(C)cc2C)cc1,-0.4,-4.2,-10.9
O=C(CCN(CCO)Cc1ccccc1)Nc1ccc(Br)cc1,-6.1,33.2,-4.1
COc1cc2[nH]c(=S)n(CCN3CCCCC3C)c(=O)c2cc1OC (centres undefined),4.3,-3.6,36.6
COCCCNc1ncnc2c1cnn2-c1ccc(C)cc1C,6.5,7.8,-16.9
Cc1csc(Sc2nc3c(c(=O)[nH]c(=O)n3C)n2CCCc2ccccc2)n1,6.5,-13.4,-8.2
CC(=O)NCC(=O)N(C)C(C(=O)Nc1ccc(C(C)C)cc1)c1ccccc1 (centres undefined),4.8,12.2,3.3
C=CCNC(=O)C(C)N1C(=O)c2ccccc2C1=O (centres undefined),7.0,-8.6,-9.6
CCCc1[nH][nH]c(=O)c1C(c1ccccc1)C(C#N)C#N (centres undefined),3.2,-7.3,-6.7
CCc1nnc(NC(=O)C(C)N2C(=O)C3C4C=CC(C4)C3C2=O)s1 (centres undefined),-5.0,-1.9,0.7

# Of the compounds above, these have a thiophene ring, fused or not:
SMILES,FN deposit inh,esBAF inh,RAD54 branch
O=C(N/C(=C\c1ccco1)C(=O)N1CCCC1)c1cccs1,6.6,-1.4,1.0
CCCCCCNS(=O)(=O)c1ccc(Cl)s1,10.2,-2.8,-13.6
COCC(=O)Nc1sc2c(c1C(=O)OC)CCC(C)C2 (centres undefined),-52.8,1.4,6.6
Cc1ccc(CNc2oc(-c3cccs3)nc2C#N)cc1,8.1,9.0,6.8
C/C(=N\OCC(=O)N/N=C/c1ccc(C)cc1O)c1cccs1,-3.0,5.0,-2.5
CN1c2ccsc2C(O)=C(C(=O)Nc2ccccc2)S1(=O)=O,3.7,0.8,-2.7
O=C(Cc1cccs1)Nc1ccc(NC(=O)c2ccco2)cc1,-5.7,14.4,2.6
COc1ccc(-c2nnc(SCC(=O)NCc3cccs3)n2C)cc1,-0.7,-2.9,-1.6
CC(C)CNC(=S)NNC(=O)c1csc2c1CCC(C)C2 (centres undefined),-13.5,8.1,1.1
O=C(COC(=O)c1cccs1)c1ccc2ccccc2c1,8.9,42.2*,3.6
Cc1c(C(=O)O)sc2ncnc(N3CCCCC3C)c12 (centres undefined),0.2,-2.7,-3.3

# Source: PubChem BioAssay
